From PubChem BioAssay
HTT aggregate = qHTS Multiplex Assay to Identify Dual Action Probes in a Cell Model of Huntington: Aggregate Formation (GFP); AID 1688, 2009; Potency, µM (top dose mostly 46.1 µM), without a hit: at the highest dose activity change, negative = inhibition, actives largely listed as inhibitors; PC12 HttQ103-GFP aggregates, Acumen cytometry, 40 h; hit rate 1.1% among 220,000; also: potency is read from the fitted curve at half-maximal effect; % is scaled to controls: 0 for no effect and ±100 for the full control effect; nearly all actives have a fitted effect of over 60% in size
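Multiplexed with ATP-based cell death, this channel scores GFP aggregates in PC12 cells expressing inducible HTTex1-Q103-GFP. Induction used 100 nM tebufenozide; compounds were tested in concentration series.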
CBFb RUNX1 block = qHTS Assay for Compounds Blocking the Interaction Between CBF-beta and RUNX1 for the Treatment of Acute Myeloid Leukemia; AlphaScreen CBFb-His/RUNX1-biotin binding, biochemical; Potency, µM (series often up to 59.8 µM), for the others: at the highest dose activity, negative = inhibition, actives largely listed as inhibitors; 230,000 tested, under 10 active; also: % of control where 0% means no effect
Target sequence (Q01196 whole entry, looked up): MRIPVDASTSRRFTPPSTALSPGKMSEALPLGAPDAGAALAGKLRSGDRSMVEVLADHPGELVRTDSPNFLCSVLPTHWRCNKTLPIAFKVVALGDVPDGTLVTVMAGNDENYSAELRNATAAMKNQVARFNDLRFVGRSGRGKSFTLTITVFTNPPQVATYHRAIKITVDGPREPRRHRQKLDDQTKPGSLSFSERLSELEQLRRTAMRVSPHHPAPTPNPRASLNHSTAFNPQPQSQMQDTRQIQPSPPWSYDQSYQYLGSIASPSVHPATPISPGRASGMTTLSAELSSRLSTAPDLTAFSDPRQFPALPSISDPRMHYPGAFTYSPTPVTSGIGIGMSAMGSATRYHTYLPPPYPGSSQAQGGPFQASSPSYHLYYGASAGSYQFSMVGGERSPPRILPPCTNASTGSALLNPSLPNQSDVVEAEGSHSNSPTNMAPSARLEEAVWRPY
Target sequence (Q13951 whole entry, looked up): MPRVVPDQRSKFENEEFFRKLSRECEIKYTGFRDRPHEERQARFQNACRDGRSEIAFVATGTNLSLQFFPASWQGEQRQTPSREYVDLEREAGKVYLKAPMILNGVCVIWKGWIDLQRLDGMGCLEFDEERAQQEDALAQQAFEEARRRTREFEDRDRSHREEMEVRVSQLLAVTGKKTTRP
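Room-temperature protein-protein interaction test with 30 nM each of His-tagged CBF-beta and biotinylated RUNX1, 15 min with compound, then 90 min with nickel plus streptavidin beads. Signal read in AlphaScreen mode.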
Luc counter = Counterscreen for Luciferase (Kinase-Glo TM) Inhibition; Kinase-Glo luciferase, ATP luminescence, 8 min; hit rate 0.28% among 200,000; AID 1379, 2008; Potency, µM (doses to about 38.3 µM), for inactives: top-dose activity change, negative = inhibition, most hits filed as inhibitors; also: potency is read from the fitted curve at half-maximal effect; % is scaled to controls: 0 for no effect and ±100 for the full control effect; nearly all actives have a fitted effect of over 60% in size
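Light output from Kinase-Glo luciferase with luciferin and 10 uM ATP in 50 mM imidazole pH 7.2, KCl, MgCl2, Tween 20, BSA; compound pin-delivered, 8-min ambient incubation, then luminescence read.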
NPSR antag = qHTS Assay for Antagonists of the Neuropeptide S Receptor: cAMP Signal Transduction. CHO-NPSR cells, cAMP TR-FRET, antagonist mode. Potency, µM (titrated, usually from 38.3 µM), without a hit: at the highest dose activity change, negative = inhibition, most hits filed as inhibitors. hit rate 1% among 220,000. Q6W5P4; also: potency is read from the fitted curve at half-maximal effect; % is scaled to controls: 0 for no effect and ±100 for the full control effect; nearly all actives have a fitted effect of over 50% in size; many of its hits are not listed in these tables
Target sequence (Q6W5P4 whole entry, looked up): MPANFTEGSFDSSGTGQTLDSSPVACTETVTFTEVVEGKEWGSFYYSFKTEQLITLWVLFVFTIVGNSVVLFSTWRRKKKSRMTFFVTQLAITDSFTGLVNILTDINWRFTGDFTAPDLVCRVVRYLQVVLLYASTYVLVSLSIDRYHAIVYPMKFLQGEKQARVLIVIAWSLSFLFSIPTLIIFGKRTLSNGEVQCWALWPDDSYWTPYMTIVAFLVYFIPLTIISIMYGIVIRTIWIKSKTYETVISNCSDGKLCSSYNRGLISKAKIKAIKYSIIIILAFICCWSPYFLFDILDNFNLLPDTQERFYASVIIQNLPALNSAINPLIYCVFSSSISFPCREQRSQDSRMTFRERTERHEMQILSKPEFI
Epigenetic derep = Quantitative High-Throughput Screen for Regulators of Epigenetic Control. murine LDR cells, GFP reporter derepression, 30 h. Potency, µM (titrated, usually from 53.9 µM), for inactives: at the highest dose GFP activation, most hits filed as activators. hit rate 0.2% among 280,000. AID 1865, 2009; also: potency is read from the fitted curve at half-maximal effect; % of control where 0% means no effect; nearly all actives have a fitted effect of over 60% in size
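Murine LDR cells bearing a silenced CMV-driven GFP reporter were exposed to compound for 30 h at 37 C. After PBS washes, GFP-positive cells (20-120 um objects) counted by laser-scanning microplate cytometry.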
LMNA splice mod = qHTS Assay for Modulators of Lamin A Splicing; HeLa LMNA splicing GFP/RFP minigene ratio, 48 h; Potency, µM (titrated, usually from 46.1 µM), without a hit: top-dose ratio change, negative = inhibition, actives largely listed as inhibitors; hit rate 0.01% among 200,000; active = well fitted inhibition curve with a large enough effect in the signal ratio, with a control signal flat, not every such curve was filed as active; inconclusive = small, poorly fitted or top-dose-only effect, or effect the other way, or a change in a side signal; the % refers to the signal ratio; also: potency is read from the fitted curve at half-maximal effect; % is scaled to controls: 0 for no effect and ±100 for the full control effect
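S3 HeLa stable clones carrying a lamin A-EGFP splicing minigene plus DsRed2 were seeded at 600 cells/well in Opti-MEM with 2% FBS, pin-dosed and incubated 48 h at 37°C. Acumen cytometry (488 nm) gave the GFP/RFP total-intensity ratio.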
IMPase Li inh = qHTS Assay for Identifying the Cell-Membrane Permeable IMPase Inhibitors: Potentiation with Lithium. Potency, µM (highest dose often 59.4 µM), inactives show at the highest dose activity, negative = IMPase inhibition, hits mostly inhibitors. hit rate 0.35% among 210,000. CHO-M1 cells, IP1 TR-FRET (IP-One), carbachol + lithium. AID 1457, 2008;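 also: IP1 builds up when IMPase is blocked and the TR-FRET signal falls; potency is read from the fitted curve at half-maximal effect; plate controls were basal vehicle for no effect and high inhibitor control for full effect; nearly all actives have a fitted effect of over 50% in size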
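CHO cells stably expressing M1 receptor (2000/well) were cultured 16–30 h, then exposed to compounds with a small lithium addition for 30 min at 37C. IP1 was measured by TR-FRET competition; AC50 from Hill fits.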
* marks the source's active call; other numbers are inactive results; ? = inconclusive; · = not tested or not shown; & = joins results of further samples; [ ] = remark or other dose. Unless noted, calls follow the shape of the dose curve; as a rule, active = well fitted curve in the direction sought with a large enough effect; inconclusive = small, poorly fitted or top-dose-only effect, or another doubt; inactive = no such curve, though single readings can be large; an effect the other way counts as inactive or inconclusive. This is a subset. The share of hits here may be higher or lower than overall.

SMILES	HTT aggregate	CBFb RUNX1 block	Luc counter	NPSR antag	Epigenetic derep	LMNA splice mod	IMPase Li inh
CO[C@H]1C=C2CCN(C)[C@@H]2[C@@H]2c3cc4c(cc3C(=O)O[C@H]21)OCO4	·	0%[21.7 µM]	-1%[17.1 µM]	·	2.7%[16.9 µM]	-13%	-4%
OC(Cn1cncn1)(Cn1cncn1)c1ccc(F)cc1F	5%	-12%	-8%	·	1.3%	?	17%
CCc1ccc(-c2nn(Cc3ccccc3)cc2C=O)cc1	-16%	20%	-1%	-44%	0.5%	?	11%
COC(=O)C(C)Oc1cc(C)cc2oc(=O)c3c(c12)CCCC3 (centres undefined)	9%	9%	10%	?	0.7%	9%	-6%[38.3 µM]
CC(C)C(=O)Nc1ccc([N+](=O)[O-])c(C(F)(F)F)c1	?	?	0%	13%[46.1 µM]	2.3%	?	10%&13%&2%&11%&7%
CN1C(=O)/C(=C\c2ccc(N3CCCCC3)o2)C(=O)NC1=S	-13%	12%	-15%	1%[46.1 µM]	?	-6%	24%[38.3 µM]
Cc1cc(/C=C2\C(=O)NC(=S)N(C)C2=O)c(C)n1C1CCCCC1	12%	-7%	-3%	-35%	?	-8%	21%
c1ccc2nc(N3CCNCC3)ccc2c1	?	13%	-4%	8%[46.1 µM]	-0.1%	-8%&9%&-11%	-5%&26%&-6%&20%&1%
C=CCN1C[C@H](C)N([C@@H](c2ccccc2)c2ccc(C(=O)N(CC)CC)cc2)C[C@H]1C	·	0%[21.7 µM]	-1%	·	-3.5%	·	19%
Nc1ccccc1N=Cc1c(O)n(CCC2=CCCCC2)c(=O)[nH]c1=O	?	2%	·	-10%[46.1 µM]	-9.6%	-4%	·
CCOc1ccc2oc(C(=O)NN3C(C)CCCC3C)c(C)c2c1 (centres undefined)	8%	6%	-2%	-31%	-0.5%	17%[46 µM]	-13%
CC(C)n1cc(C(=O)N(CC(=O)NC2CCCC2)Cc2ccccc2)cn1	1%	3%	·	-1%[46.1 µM]	-7.9%	-6%	·
O=c1[nH]c(=O)n(Cc2ccc(F)cc2)c(O)c1C=NCCCO	0%	10%	5%	-6%[46.1 µM]	-3.6%	-5%	13%
Oc1c(Br)cc(Br)cc1Br	8%	13%[21.7 µM]	·	·	·	?	9%
O=C(c1cc2nc(-c3ccccc3)cc(-c3ccccc3)n2n1)N1CCC2(CC1)OCCO2	-27%	?	1%	?	-0.8%	?	-4%[38.3 µM]
Cc1ccc2c(c1)C1CN(C)CCC1N2C(=O)COc1ccc(N(C)C(=O)C(C)(C)C)cc1 (centres undefined)	7%	-3%	0%	-4%	-2.5%	?	4%
O=c1cccc2n1CC1CC2CN(c2nc(N3CCCCC3)nc(N3CCCCC3)n2)C1 (centres undefined)	2%	11%	0%	-24%	-3.2%	-17%[46 µM]	1%
CCCCOc1ccc(CN2CCN(CCO)CC2)cc1	1%	-19%	-2%	6%[46.1 µM]	-0.8%	14%	36%[activator][38.3 µM]
CN1C[C@@H]2C[C@@H](c3cccn3-c3ccccn3)N3CCC[C@@]23C1=O	-27%	8%	5%	-14%	-0.6%	·	13%
Cc1ccc2c(c1)C1CN(C)CCC1N2C(=O)c1ccc(Br)o1 (centres undefined)	0%	-7%	-12%	8%[46.1 µM]	-0.3%	6%	50%[activator][38.3 µM]
Cn1c(O)c(/C=C/C=Nc2ccccc2)c(=O)n(C)c1=S	-26%	-7%	·	-6%[46.1 µM]	17%	-17%	·
CCNC(=O)NC(=O)C(C)OC(=O)c1c(C)nn(Cc2ccccc2)c1Cl (centres undefined)	5%	3%	2%	7%	0.0%	-6%	6%
O=C1C2CCCN2C(c2cccnc2)N1c1cccc(Cl)c1 (centres undefined)	3%	-3%	1%	3%[46.1 µM]	2.2%	8%	-14%[38.3 µM]
CCCCn1c(O)c(C(CC)=NCc2cc(OC)cc(OC)c2)c(=O)[nH]c1=O	?	3%	-1%	-23%[46.1 µM]	-0.3%	22%	9%[38.3 µM]
O=c1[nH]c(=O)n(CCC2=CCCCC2)c(O)c1C=Nc1cccc(F)c1	1%	-3%	-4%	-3%[46.1 µM]	-0.9%	7%	5%[38.3 µM]
Nc1nnc(CCN2CCCCC2)s1	3%	5%	0%	18%	-2.0%	-6%	2%
Oc1ccc(Cl)cc1Sc1cc(Cl)ccc1O	?	4%[21.7 µM]	-1%[7.66 µM]	·	·	·	-5%&22%
Cc1cc(N2CCOCC2)ccc1/C=C1\C(=O)NC(=O)N(c2ccccc2)C1=O	-31%[9.22 µM]	-1%	-5%	-26%	4.4%	·	3%
COc1cc2c(cc1OC)C13CCN4CC5=CCOC6CC(=O)N2C1C6C5CC43 (centres undefined) (tested in a mixture with another compound)	1%[9.22 µM]	0%	·	-26%	2.4%	·	·
C[n+]1c2cc(N)ccc2cc2ccc(N)cc21	10µM*	26%	-6%	·	0.79µM*	?	32%[activator]

A different layout for some results above:
SMILES | HTT aggregate | CBFb RUNX1 block | Luc counter | NPSR antag | Epigenetic derep | LMNA splice mod | IMPase Li inh
Nc1nnc(CCN2CCCCC2)s1 | 3% | 5% | 0% | 18% | -2.0% | -6% | 2%
Oc1ccc(Cl)cc1Sc1cc(Cl)ccc1O | ? | 4%[21.7 µM] | -1%[7.66 µM] | · | · | · | -5%&22%
Cc1cc(N2CCOCC2)ccc1/C=C1\C(=O)NC(=O)N(c2ccccc2)C1=O | -31%[9.22 µM] | -1% | -5% | -26% | 4.4% | · | 3%
COc1cc2c(cc1OC)C13CCN4CC5=CCOC6CC(=O)N2C1C6C5CC43 (centres undefined) (tested in a mixture with another compound) | 1%[9.22 µM] | 0% | · | -26% | 2.4% | · | ·
C[n+]1c2cc(N)ccc2cc2ccc(N)cc21 | 10µM* | 26% | -6% | · | 0.79µM* | ? | 32%[activator]

3 structures out of the list, sorted by number of heavy atoms, rising.
SMILES	HTT aggregate	CBFb RUNX1 block	Luc counter	NPSR antag	Epigenetic derep	LMNA splice mod	IMPase Li inh
Cn1c(O)c(/C=C/C=Nc2ccccc2)c(=O)n(C)c1=S	-26%	-7%	·	-6%[46.1 µM]	17%	-17%	·
O=c1[nH]c(=O)n(CCC2=CCCCC2)c(O)c1C=Nc1cccc(F)c1	1%	-3%	-4%	-3%[46.1 µM]	-0.9%	7%	5%[38.3 µM]
CCNC(=O)NC(=O)C(C)OC(=O)c1c(C)nn(Cc2ccccc2)c1Cl (centres undefined)	5%	3%	2%	7%	0.0%	-6%	6%

Next part:
SMILES	HTT aggregate	CBFb RUNX1 block	Luc counter	NPSR antag	Epigenetic derep	LMNA splice mod	IMPase Li inh
Nc1ncc(P(=S)(N2CCOCC2)N2CCOCC2)s1	-8%	-3%	14%	13%[7.67 µM]	-1.6%	-1%	-13%[38.3 µM]
CN1CCN(S(=O)(=O)c2ccc(Cl)nc2)CC1	-7%	-1%	1%	21%	0.0%	-3%	-2%
O=c1c2ccccc2nc(Cc2ccccc2)n1-c1ccc(O)cc1	-39%[9.22 µM]	2%	1%	13%	2.4%	·	3%
O=C(O)/C=C/CO	·	14%&15%	·	·	6.3%&1.1%	·	17%&0%
CCOC(=O)N(c1ccccc1)P1(=S)OCCO1	21%	-4%	-3%	-8%[46.1 µM]	0.0%	13%	6%[38.3 µM]
C[C@@H](N)Cc1cnc[nH]1	·	22%	-1%&-1%	12%[46.1 µM]	-0.2%&1.9%&-2.2%	?	15%&30%&8%
CCN(CCNc1ccc([N+](=O)[O-])c2cccnc12)S(=O)(=O)c1ccc(Cl)cc1	0%	-13%	-1%	-24%[46.1 µM]	?	6%	5%[38.3 µM]
CCC(=NCCCN(C)C)c1c(O)n(-c2ccc(OC)cc2)c(=O)[nH]c1=O	-5%	11%	3%	-11%[46.1 µM]	-0.9%	-5%	-1%
C=CCN1C(=O)NC(=O)/C(=C/c2cccn2C)C1=O	11%	-4%	5%	-11%[46.1 µM]	-2.2%	16%	7%[38.3 µM]
Cc1ccccc1-n1c(O)c(/C=C/C=Nc2ccccc2)c(=O)[nH]c1=O	-27%	-5%	1%	-1%	3.9%	?	-5%
COc1ccc(N2C(=O)NC(=O)/C(=C/c3cccc(OC(=O)c4cccs4)c3)C2=O)cc1Cl	9%	2%	0%	-30%	0.0%	?	-3%
CC(C(=O)O)c1ccc(-c2ccccc2)c(F)c1 (centres undefined)	-10%	?	4%&-7%	-22%&-12%	5.2%&1.1%&0.0%	6%[46 µM]	8%&-4%
CCC(C)N1C(=O)NC(=O)C2(Cc3cc(C)ccc3N(C)C2)C1=O (centres undefined)	4%	6%	0%	-7%[46.1 µM]	-1.3%	4%	14%[38.3 µM]
CCN(CC)c1ccc(CN2CC=C(c3ccc(F)cc3)CC2)cc1	15%[9.22 µM]	-17%	2%	10µM*	-2.1%	1%	18%[38.3 µM]
CNC(=O)[C@@H]1C[C@H]1[C@@H](NP(=O)(c1ccccc1)c1ccccc1)c1ccccc1	·	16%	0%	·	1.5%	·	-13%
C=C(CC1(C(C)NP(=O)(c2ccccc2)c2ccccc2)CC1)c1ccccc1 (centres undefined)	·	-6%	-3%	·	7.3%	·	13%
CCN(CC)C(=O)N[C@@H]1C=C2c3cccc4[nH]cc(c34)C[C@H]2N(C)C1	-6%	?	·	·	1.1%	?	-7%
Cc1ccccc1OP(N)(=O)Oc1ccccc1C	2%	-2%	1%	6%	1.1%	?	-6%
CCCOC(=O)C1C2c3ccccc3C(c3ccccc32)C1C(=O)O (centres undefined)	·	7%	-3%	0%	0.0%	8%[46 µM]	3%

Record cards (already shown):
CCCOC(=O)C1C2c3ccccc3C(c3ccccc32)C1C(=O)O (centres undefined) across the screens: HTT aggregate = ·; CBFb RUNX1 block = 7%; Luc counter = -3%; NPSR antag = 0%; Epigenetic derep = 0.0%; LMNA splice mod = 8%[46 µM]; IMPase Li inh = 3%
COc1ccc(N2C(=O)NC(=O)/C(=C/c3cccc(OC(=O)c4cccs4)c3)C2=O)cc1Cl across the screens: HTT aggregate = 9%; CBFb RUNX1 block = 2%; Luc counter = 0%; NPSR antag = -30%; Epigenetic derep = 0.0%; LMNA splice mod = ?; IMPase Li inh = -3%
